APJ agonist = agonists of human apelin receptor APJ, primary screen, CHO-K1 cells, PathHunter beta-arrestin, luminescence; 330,000 compounds, 0.11% hits; AID 2520, 2010; activation, % at 20 µM; 0% DMSO wells, 100% apelin;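 active means activation more than six SD over the plate average, tested at 20 µM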;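 further: 0% = DMSO alone and 100% = apelin-13 at 10 nM; some results filed as inactive read as strong as hits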
Target sequence (P35414 whole entry, looked up): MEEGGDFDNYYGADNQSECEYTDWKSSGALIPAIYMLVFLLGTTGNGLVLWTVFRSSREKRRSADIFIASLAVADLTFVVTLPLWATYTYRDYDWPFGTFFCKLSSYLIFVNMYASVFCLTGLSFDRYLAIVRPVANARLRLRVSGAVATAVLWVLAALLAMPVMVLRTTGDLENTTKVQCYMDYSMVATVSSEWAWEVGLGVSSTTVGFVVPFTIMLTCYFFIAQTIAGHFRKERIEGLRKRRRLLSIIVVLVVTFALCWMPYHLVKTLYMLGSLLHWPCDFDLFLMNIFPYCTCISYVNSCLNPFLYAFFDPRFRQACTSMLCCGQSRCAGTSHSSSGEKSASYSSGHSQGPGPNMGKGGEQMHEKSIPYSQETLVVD
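Assay system: engineered CHO-K1 APJ arrestin reporter cells; Amount: 1000 CHO-K1 reporter cells seeded per well; Dosing: one dose, 20 µM compound, 1% DMSO; Times: compound stimulation 90 min at 25 °C, detection 60 min; Measured by: luminescent beta-gal fragment complementation, chemiluminescent substrate; Read-out: APJ–arrestin association signal; Controls: DMSO vs Apelin-13 10 nM.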
tim23-1 inh = growth inhibitors of tim23-1 mutant yeast, primary screen, luminescence, uHTS. S. cerevisiae tim23-1 growth, BacTiter-Glo luminescence, 24 h. inhibition, % at 20 µM. 330,000 compounds, 1.3% hits;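 active means growth inhibition of the mutant yeast at or above 50%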;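 further: temperature-sensitive mutant grown at 25 °C; plate controls were DMSO-treated mutant yeast for no effect and medium wells lacking yeast for full effect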
CCR6 antag = CCR6 receptor antagonists, primary screen, cell-based, CHO-K1, luminescence, beta-arrestin, uHTS; C-C chemokine receptor type 6 (Homo sapiens), P51684; CHO-K1 CCR6 PathHunter beta-arrestin, CCL20-stimulated; inhibition, % at 20 µM; 340,000 compounds, 0.49% hits; AID 493098, 2011;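 active means compounds whose inhibition of the agonist-driven luminescence signal at 20 µM reaches about 50%, limit read from the data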;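 further: cells stimulated with CCL20 at 14 nM final; plate controls were DMSO with CCL20 for no effect and DMSO without agonist for full effect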
UPR XBP1 act = activators of adaptive XBP1 UPR arm, primary screen, cell-based, CHO-XBP1 luciferase reporter, luminescence, uHTS; IRE1-XBP1 UPR activation; percent of tunicamycin response, DMSO as zero; activation, % at 20 µM; 330,000 compounds, 0.33% hits; AID 463104, 2010;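 active means versus positive control, 20 µM dose yields 30% or more activation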;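 further: 100% = tunicamycin at 10 µg/mL and 0% = DMSO only wells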
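Assay system: CHO-XBP1 luciferase reporter cells; Schedule: 6 h treatment, 37 °C; Detection: glow luminescence from Steady-Glo reagent; Benchmarks: high control tunicamycin 10 µg/mL final, low control DMSO vehicle only.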
CHOP UPR activ = activators of apoptotic CHOP UPR arm, primary screen, cell-based, CHO-CHOP luciferase reporter, luminescence, uHTS | AID 449763, 2010 | UPR activation; percent of tunicamycin response over DMSO baseline | activation, % at 10 µM | 330,000 compounds, 0.34% hits;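 active means at 10 µM dose, activation of 40% or more, normalized to positive control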;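 further: 100% = tunicamycin at 10 µg/mL and 0% = DMSO alone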
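Evaluation: % reporter activation, DMSO baseline versus tunicamycin full activation; System: CHO-CHOP luciferase reporter cell line; Input: 500 cells/well; Incubation: 6 h compound treatment, 37 °C; Measured by: Steady-Glo luciferase luminescence; Dosing: one dose, 10 µM in 0.5% DMSO; Buffer or medium: F12 medium, 10% FBS; Benchmarks: positive tunicamycin 10 µg/mL, negative DMSO alone.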
EBI2 antag = EBI2 receptor antagonists, beta-arrestin recruitment, primary screen, cell-based, luminescence, 7a,25-OHC stimulation, uHTS; 7a,25-OHC stimulated; inhibition, % at 5 µM; 360,000 compounds, 0.81% hits; AID 651636, 2012; in the data active means inhibition above about 38%;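 further: enzyme fragment complementation signal reports receptor beta-arrestin coupling in cells; 0% = agonist plus DMSO wells and 100% = wells without agonist; some results beyond the cut were filed as inactive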
Target sequence (P32249 whole entry, looked up, the tested form may be a part): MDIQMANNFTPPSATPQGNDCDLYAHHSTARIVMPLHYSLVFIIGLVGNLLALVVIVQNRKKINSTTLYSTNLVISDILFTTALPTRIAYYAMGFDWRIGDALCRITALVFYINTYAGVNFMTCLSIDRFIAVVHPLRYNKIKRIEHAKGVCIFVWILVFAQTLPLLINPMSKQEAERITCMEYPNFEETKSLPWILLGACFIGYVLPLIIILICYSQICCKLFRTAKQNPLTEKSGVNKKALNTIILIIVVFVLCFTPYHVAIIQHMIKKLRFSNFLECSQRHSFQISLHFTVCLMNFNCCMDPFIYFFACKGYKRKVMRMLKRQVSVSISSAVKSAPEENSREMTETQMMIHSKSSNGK
APJ antagonist = antagonists of human apelin receptor APJ, primary screen, CHO-K1 cells, beta-arrestin complementation, luminescence. inhibition, % at 20 µM. 330,000 compounds, 0.32% hits. AID 2521, 2010;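 active means inhibition above about 40% at 20 µM, limit read from the data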;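 further: cells challenged with 10 nM apelin-13 agonist together with compound; plate controls were apelin-13 plus DMSO wells for no effect and DMSO wells lacking apelin-13 for full effect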
CXCR6 block = CXCR6 receptor inhibitors, primary screen, cell-based, beta-arrestin, luminescence, CHO-K1 PathHunter, 1536-well; C-X-C chemokine receptor type 6 (Homo sapiens), O00574; inhibition, % at 20 µM; 360,000 compounds, 0.36% hits; AID 602244, 2012; in the data active means inhibition above about 34%, passing the limit was not always enough;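 further: antagonist mode with CXCL16 agonist at 10 nM final; 0% = 10 nM CXCL16 with DMSO and 100% = unstimulated wells without agonist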
Target sequence (O00574 whole entry, looked up): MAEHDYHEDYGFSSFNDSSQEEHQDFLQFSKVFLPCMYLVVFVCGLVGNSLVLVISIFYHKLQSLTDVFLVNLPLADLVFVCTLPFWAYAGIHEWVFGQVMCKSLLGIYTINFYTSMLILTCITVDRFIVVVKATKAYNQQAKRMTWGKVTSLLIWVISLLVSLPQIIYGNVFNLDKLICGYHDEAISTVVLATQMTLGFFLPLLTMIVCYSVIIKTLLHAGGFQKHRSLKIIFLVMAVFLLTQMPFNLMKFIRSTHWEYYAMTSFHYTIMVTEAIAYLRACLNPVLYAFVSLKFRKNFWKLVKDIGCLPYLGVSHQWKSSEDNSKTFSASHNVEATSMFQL
Mdm2-MdmX inh = inhibitors of human Mdm2-MdmX association, primary screen, cell-based, luminescence, split luciferase, SaOS-2, uHTS | Protein Mdm4 (Homo sapiens) + E3 ubiquitin-protein ligase Mdm2 (Homo sapiens), … | SaOS-2 split-luciferase Mdm2/MdmX complementation | inhibition, % at 8 µM | 330,000 compounds, 3% hits;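 active means inhibition of at least 50% at 8 µM in the primary screen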
* = called active by the depositor; · = no result given. An excerpt; rates above refer to the full screens.

canonical_smiles,APJ agonist,tim23-1 inh,CCR6 antag,UPR XBP1 act,CHOP UPR activ,EBI2 antag,APJ antagonist,CXCR6 block,Mdm2-MdmX inh
CS(=O)(=O)c1[nH]nc(-c2cccc(Cl)c2)c1C#N,1,10,3,0,-1.1,-1,-8,5,19
O=C(N[C@@H](Cc1ccc(O)cc1)C(=O)O)c1cccnc1,-6,-12,0,-1,-1.8,-4,7,-5,-10
O=C(C1CCC(C(=O)N2CCCCC2)CC1)N1CCCCC1 (stereo unspecified),0,14,26,-3,0.5,-9,15,-1,30
CC(=O)NCCC(=O)N1CCCC(C(=O)c2ccc3c4c(cccc24)CC3)C1 (stereo unspecified),-4,4,9,0,3.0,1,6,0,17
C/C(=N\NC(=O)c1ccc(Br)cc1)c1ccccc1,-2,-4,10,-5,1.1,0,-9,-7,-171
O=S(=O)(Nc1ccc(-c2cn3ccccc3n2)cc1)c1ccccc1,2,21,2,0,1.3,-4,-18,12,-3
O=C(COC(=O)c1cc[n+]([O-])cc1)Nc1ccc(Cl)cc1[N+](=O)[O-],3,1,-17,-3,0.7,-14,-40,-7,-10
O=C1C2C3CCC(CC3)C2C(=O)N1c1ccccc1 (stereo unspecified),-2,13,-4,4,1.2,5,9,11,-9
C/C(CC(=O)Nc1ccc(Cl)cc1C(F)(F)F)=N\NC(N)=S,-3,3,-12,-2,-1.6,13,6,-8,-8
C[C@@]12C(=O)N(c3ccc(Cl)cc3)C(=O)N1[C@@H]1c3ccccc3OC[C@@H]1[C@H]2c1ccccc1,-4,45,18,2,1.6,31,-1,4,6
CCCCOc1ccc(CNC(=S)N/N=C/c2ccc(OC)c(OC)c2)cc1,5,39,-15,-1,2.4,29,-5,1,44
CCOC(=O)C(CSCC(=O)c1ccc(Br)cc1)NC(=O)OC(C)(C)C (stereo unspecified),-2,24,·,1,1.0,·,-19,·,-11
CCOc1ccccc1-n1nnnc1SCC(=O)NCc1ccco1,-3,25,19,-2,-0.4,-5,6,-8,15
CCN(CC)CCCOC(=O)C(c1ccccc1)c1ccccc1,-6,0,4,-3,1.8,0,-4,4,-16
Cc1cccc(OCC(=O)NCC(=O)N/N=C/c2ccc([N+](=O)[O-])cc2)c1,4,-3,3,0,0.4,2,-9,-20,21
O=C(N/N=C/c1ccc(Br)s1)c1ccco1,2,19,3,9,5.4,2,6,2,-22
CCCc1nc2oc3c(NCC4CCCO4)ncnc3c2c2c1COC(C)(C)C2 (stereo unspecified),2,17,-8,4,0.6,-6,7,-15,13
CCc1sc(N2C(=O)C3C4CCC(C4=C(C)C)C3C2=O)nc1-c1ccccc1 (stereo unspecified),-4,35,-2,-2,-0.6,20,24,8,6
O=C(NNC(=O)c1cccnc1SCc1cccc([N+](=O)[O-])c1)c1cccnc1,-2,-6,-4,1,-0.6,-4,-8,-2,-4
O=C(CCCCn1c(=O)[nH]c2ccccc2c1=O)NCc1ccc2c(c1)OCO2,1,-4,7,-1,-0.2,-7,-2,-14,9
O=C(OCC(=O)N1CCCC1)c1cccs1,-3,15,10,-1,1.4,-4,3,-3,8
O=C(Nc1nnc(-c2cccs2)o1)c1cccc(C(F)(F)F)c1,-2,6,44,-1,1.0,-6,0,44*,48
COc1ccc(-n2cc(C#N)c(=O)[nH]c2=O)cc1,0,1,-4,1,3.5,-6,-5,0,-7
CCc1ccc(NS(=O)(=O)c2ccc3[nH]cc(C(=O)NCC4CCCO4)c(=O)c3c2)cc1 (stereo unspecified),2,5,4,0,0.0,4,-7,-4,11
COc1cccc(C(=O)Oc2ccc(/C=N/NC(=O)c3ccncc3)cc2OC)c1,5,19,10,4,0.1,2,-10,-5,-7
COc1ccccc1N1CCN(S(=O)(=O)c2cn(C)cn2)CC1,5,0,5,-6,-0.6,-5,-17,8,11
CNC(=O)CC(C(=O)O)c1ccc(OCC(C)C)cc1 (stereo unspecified),-1,4,4,-2,1.6,-16,-5,-8,-13
COc1ccc(CNC(=O)c2cc(-c3cc(C)ccc3O)n[nH]2)cc1,-3,-14,22,-1,-0.9,13,4,3,5
O=C(C1CCCCC1)N1CCC(n2nnc3ccccc32)CC1,-3,13,10,3,1.0,-2,-3,-3,33
COc1ccc(CCNC(=O)c2cc(-c3ccc(Cl)c(Cl)c3)oc2C)cc1,0,25,4,-3,-0.3,8,0,-15,-1
CCC(CC)CN1C(Nc2ccccc2)=NC[C@@H]1CC(C)C,-2,23,7,2,-1.9,-2,-18,0,16
O=C(NCCc1ccccn1)c1ccc(NS(=O)(=O)c2ccc(F)cc2)cc1,2,5,14,-1,-0.4,12,-20,1,2
COc1ccc(C(=O)N2CCn3c(C)ccc3C2C)cc1 (stereo unspecified),0,25,7,1,0.5,-3,7,8,13
CSCC(=O)N1CCC(n2nccc2NC(=O)c2ccc3c(c2)OCO3)CC1,3,9,6,-2,3.0,0,-3,-5,-11
Cc1ccc(C)c(C(=O)COC(=O)c2nn(C)c(=O)c3ccccc23)c1,-4,36,13,2,0.0,4,-13,-15,13
CC(C)C[C@H](NC(=O)c1nc[nH]c1C(=O)NCCCCCNC(=O)OC(C)(C)C)C(=O)OCc1ccccc1,2,14,-19,3,-1.7,-26,-71,0,12
CN(C)CCCNC(=O)c1ccc(/C=N/O)nc1,0,11,12,-3,0.5,-3,4,-7,7
COc1ccccc1NC(=O)c1c([N+](=O)[O-])c(C(C)(C)C)nn1C,-3,27,17,-3,-1.3,2,4,5,-4
CCCCCCCN1N=C(C)C(C(=O)c2ccccc2)C1=O (stereo unspecified),4,9,5,-3,-0.3,0,2,8,1
Cc1[nH]c(=O)c(C#N)cc1-c1ccccc1,0,11,1,-1,1.3,-3,5,1,9
CCOC(=O)C1CCCN(Cc2nc(CC3CC3)no2)C1 (stereo unspecified),-7,-7,10,-2,-1.3,4,-21,-11,7
COc1ccccc1N1CCN(/N=C/c2ccc(Cl)c([N+](=O)[O-])c2)CC1,-2,28,10,-2,4.2,7,-22,0,-49
CCc1ccc(NC(=O)CSc2nc3ccccc3c(=O)n2CCCC(=O)NCCCN2CCOCC2)cc1,-2,4,8,0,2.9,-6,11,6,16
COc1ccc(OC)c(/C=N/Nc2nc(C)cc(=O)[nH]2)c1,1,0,10,-4,-0.1,-2,20,-7,-3
CCOc1ccc(S(=O)(=O)N2CCN(C(=O)Cc3n[nH]c(=O)c4ccccc34)CC2)cc1,1,-15,5,-2,0.6,13,16,4,-3
COc1ccccc1OCc1nc(C#N)c(N2CC(C)CC(C)C2)o1 (stereo unspecified),-3,18,11,-2,-0.6,14,-55,-2,-32
CCOC(=O)c1ccc(NC(=O)COc2ccc(-n3cnnn3)cc2)cc1,0,4,-14,-6,-0.4,-4,-20,-1,-23
O=c1[nH]c2ccc(S(=O)(=O)Nc3ccccc3O)cc2[nH]1,1,7,3,2,1.7,5,9,-18,1
O=C1NC(Cc2ccc(O)cc2)c2nc3ccc(Cl)cc3c(=O)n2-c2ccc(Cl)cc21 (stereo unspecified),-2,-5,·,5,-0.6,·,11,·,19
Cn1cc(CNC(=O)CC2C(=O)NCCN2CC(C)(C)C)cn1 (stereo unspecified),2,8,11,-1,-2.3,-3,5,-8,3

Two of the compounds above, with values under each structure:
Screens in order: APJ agonist	tim23-1 inh	CCR6 antag	UPR XBP1 act	CHOP UPR activ	EBI2 antag	APJ antagonist	CXCR6 block	Mdm2-MdmX inh
- COc1ccc(OC)c(/C=N/Nc2nc(C)cc(=O)[nH]2)c1
 : 1	0	10	-4	-0.1	-2	20	-7	-3
- CCOc1ccc(S(=O)(=O)N2CCN(C(=O)Cc3n[nH]c(=O)c4ccccc34)CC2)cc1
 : 1	-15	5	-2	0.6	13	16	4	-3

(more compounds)
canonical_smiles,APJ agonist,tim23-1 inh,CCR6 antag,UPR XBP1 act,CHOP UPR activ,EBI2 antag,APJ antagonist,CXCR6 block,Mdm2-MdmX inh
Cc1ccccc1NC(=O)c1[nH]cnc1C(=O)NN,-3,8,9,-6,1.3,-13,-1,-14,-23
Cc1cccc(C(=O)N2CC3(C)CC2CC(C)(C)C3)c1 (stereo unspecified),-4,27,9,-1,0.9,-3,12,3,-18
CC(=O)OC1[C@H](Oc2c(O)c(C)c3c4c2[C@@H](C)CC[C@@H]4[C@@H](C)C[C@@H]3C=C(C)C)OC[C@@H](O)[C@@H]1O (stereo partly specified),0,6,6,-2,4.7,-6,3,2,20
OCCC1CN(CC2CC2)CCN1Cc1ccc(F)c(F)c1 (stereo unspecified),-3,7,10,-5,1.8,4,-10,2,-20
Nn1c(Nc2ccccc2)nc2ccccc21,-3,8,1,-2,4.8,-4,9,-7,-31
CS(=O)(=O)Nc1ccc(C(=O)NCc2cccnc2)cc1,-4,3,3,-1,0.2,-4,6,6,3
CC/C(=N/Nc1ccccc1)c1cnnc(-c2ccccc2)n1,-3,12,19,69*,3.6,11,29,-6,42
CC(C)(C)SCCNC(=O)c1ccc(NS(C)(=O)=O)cc1,-2,4,-1,-1,1.5,-6,-1,4,-10
Cc1c(NC(=O)c2cnn3c2NC(c2ccc(Br)cc2)CC3C(F)(F)F)c(=O)n(-c2ccccc2)n1C (stereo unspecified),-3,21,2,0,-0.8,-5,8,-4,-9
Cc1ccccc1NC(=O)Nc1cccs1,-2,-2,0,3,-0.5,1,-5,-4,21
CCCc1cc(=O)[nH]c(SCC(=O)c2c[nH]c3ccccc23)n1,-2,3,14,-1,0.5,-2,1,-10,-14
CCOc1ccc(CCNC(=O)CN(C)S(=O)(=O)c2cccc3nsnc23)cc1OCC,6,15,14,1,2.1,-14,-12,-2,-16
CCOc1ccc(C(C)NC(=O)CCC(=O)O)cc1 (stereo unspecified),-4,1,-4,-4,0.8,-16,0,4,18
CSc1ccc(-c2nc(CSCC(=O)N3CCOCC3)c(C)o2)cc1,-2,1,-15,0,3.2,7,-29,0,-18
CCC1COCCS(=O)(=O)N1Cc1ccc(F)cc1 (stereo unspecified),7,-15,-5,0,0.0,-15,6,12,6
c1ccc(COc2ccc(OCCCn3cncn3)cc2)cc1,4,22,8,1,1.2,-3,5,0,-155
OCCNc1c2ccccc2nc2ccccc12,-2,-8,10,-1,0.7,2,-17,1,61*
